Compound activity as filed in PubChem BioAssay.
LGR2 inh = blocks bursicon-induced cAMP signaling via Drosophila LGR2; HEK293 LGR2, CRE-luciferase, bursicon-stimulated, 4 h; AID 720647; 0.35% of 380,000 active; inhibition, % at 9.99 µM;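 active means drop in luminescence signal, shown as inhibition above about 50% in the replicate tests, limit read from the data, passing the limit was not always enough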;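 further: agonist challenge used bursicon conditioned medium at about half maximal strength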
PGC1a acetyl inh = PGC1a acetylation modulation, inhibitor mode | inhibition, % at 15.6 µM | U2OS PGC1a acetylation, AlphaScreen anti-acetyl-lysine; with virally co-expressed GCN5 acetyltransferase | 0.17% of 350,000 active;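 active means every replicate shows inhibition of at least 40%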;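 further: 0% = neutral control wells and 100% = positive control wells; some results beyond the cut were filed as inactive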
EWS-Fli inh = EWS/Fli transcriptional activity inhibition | A673 NR0B1-luciferase reporter, viability-normalised | inhibition, % at 12.6 µM | 0.67% of 350,000 active;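 active means mean inhibition of at least 50% after viability correction, with every replicate also passing that limit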;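 further: firefly luciferase signal divided by Alamar Blue viability fluorescence both relative to DMSO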
FN deposit inh = fibronectin deposition inhibition; AH1F fibroblasts, Alexa488-fibronectin deposition fluorescence, overnight; inhibition, % at 12.6 µM; 0.086% of 350,000 active; AID 743247;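 active means mean inhibition across replicates of 30% or more, regardless of how many single replicates reach that level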;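 further: positive control wells lacked labelled fibronectin entirely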
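Assay system: AH1F fibroblasts assembling fluorescent fibronectin matrix; Amount: 10000 AH1F cells per well; Buffer or medium: DMEM, 2% serum; Probe or stimulus: Alexa488-fibronectin, 24 nM final in well; Doses: single compound dose, delivered by pin transfer; Incubation: 1 h adhesion, overnight exposure; Measured by: fluorescence 485/525 nm; Read-out: fibronectin deposition inhibition.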
miR-122 sensor = miR-122 inhibition in Huh7 cells. Huh7 miR-122 Renilla luciferase sensor, 48 h; neutral wells = 0, positive control = 100. activation (reporter increase), % at 12.5 µM. 0.3% of 340,000 active. AID 602342;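 active means mean replicate activation score at least 90 and every replicate individually at or above 90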;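 further: higher luciferase means less miR-122 activity so hits act as miR-122 inhibitors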
Cneo AK release = causes C. neoformans cell lysis | adenylate kinase release luminescence, 4 h; normalised: neutral wells 0, clomiphene wells 100 | lysis activity, % at 15 µM | 0.2% of 360,000 active;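 active means mean lysis activity across replicates of at least 80%, whatever share of replicates individually reach that level; inactive means mean lysis activity below 80%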
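Assay system: C. neoformans cells. Amount: yeast cell density of 5 × 10^6 cells/mL. Technique: AK luminescence. Buffer or medium: YPD. Times: static 4 h at 37 °C with compound, 1 h detection. Dosing: single-point compound dose. Read-out: lysis from increased AK signal.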
PAX8 inh HTS = inhibitors of PAX8 transcriptional activity in RMG-I cells; RMG-I TPO-luciferase reporter, SteadyGlo, 24 h; 1.2% of 360,000 active; inhibition, % at 12.6 µM;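 active means mean replicate inhibition at least 60% with every replicate also reaching 60%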;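 further: luciferase light reporting Pax8 driven TPO promoter activity; plate controls were median of neutral control wells for no effect and mitoxantrone controls for full effect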
CASP6 VEID inh = blocks human caspase-6 cleavage activity; AID 686996; inhibition, % at 12.5 µM; purified caspase-6, Z-VEID-R110 cleavage fluorescence; 0.53% of 350,000 active;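 active means mean inhibition across replicates at least about 35%, with every replicate also reaching that limit, limit read from the data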;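 further: 0% = median of neutral control wells and 100% = no fluorescence left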
Target sequence (P55212 24-179 limits assumed): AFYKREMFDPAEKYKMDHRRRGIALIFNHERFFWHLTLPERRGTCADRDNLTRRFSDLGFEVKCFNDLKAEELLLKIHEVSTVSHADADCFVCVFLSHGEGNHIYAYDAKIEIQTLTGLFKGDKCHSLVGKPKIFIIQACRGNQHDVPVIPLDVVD
Target sequence (P55212 194-293 limits assumed): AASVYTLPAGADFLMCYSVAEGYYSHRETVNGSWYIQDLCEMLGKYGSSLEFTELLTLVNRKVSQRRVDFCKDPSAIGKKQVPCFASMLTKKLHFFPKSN
Active calls of the source: *; / = not tested or not shown; & = joins results of further samples; [ ] = another dose, or the depositor's remark.

Keys – A = LGR2 inh; B = PGC1a acetyl inh; C = EWS-Fli inh; D = FN deposit inh; E = miR-122 sensor; F = Cneo AK release; G = PAX8 inh HTS; H = CASP6 VEID inh
> COCCNC(=O)CSc1nc2ccc(N3CCOCC3)cc2c(=O)n1Cc1ccc(OC)cc1
  A: / | B: 2.3 | C: / | D: 3.0 | E: 21.0 | F: -0.2 | G: / | H: /

> CCCC#Cc1cnc2c(c1)C(=O)N([C@H](C)CO)C[C@H](C)[C@@H](CN(C)C(=O)Nc1cccc(F)c1)O2
  A: -7.5 | B: -1.4 | C: -9.7 | D: -22.2 | E: -22.8[16.7 µM] | F: 2.4 | G: -1.9 | H: -0.1

> Cc1cccc(NC(=O)C(C)OC(=O)CNC(=O)C2CCCCC2)c1 (centres undefined)
  A: -12.5 | B: 4.5 | C: -1.8 | D: 4.9 | E: -5.3 | F: 1.0 | G: 1.4 | H: 1.0

> COc1ccc(/C=N/NC(=O)CNC(=O)c2ccc3c(c2)OCCO3)cc1OC
  A: 1.6 | B: / | C: -1.5 | D: -2.0 | E: / | F: / | G: 2.8 | H: 2.7

> Cc1noc(C)c1C(=O)N1CCN(c2ncccn2)CC1
  A: -17.7 | B: 2.5 | C: / | D: -0.1 | E: -6.7 | F: 1.4 | G: / | H: /

> O=C(CCN1C(=O)[C@@H]2Cc3ccccc3CN2C1=O)N[C@H](Cc1ccccc1)C(=O)O
  A: -1.6 | B: 1.0 | C: -9.2 | D: / | E: 1.0 | F: -1.9 | G: / | H: 3.0

> COc1ccccc1-c1ccc2c(c1)O[C@@H](CN(C)C(=O)Nc1cccc(F)c1)[C@@H](C)CN([C@H](C)CO)S2(=O)=O
  A: 7.2 | B: -14.7 | C: 2.9 | D: / | E: 1.2[16.7 µM] | F: 5.7 | G: / | H: -3.7

> CN(CC(=O)Nc1ccc(F)cc1)C(=O)COC(=O)c1cccc(N(C)C)c1
  A: -31.5 | B: -2.6 | C: -71.1 | D: 6.5 | E: -1.5 | F: -0.8 | G: -77.9 | H: -1.5

> FC(F)(F)c1ccc2c3n(nc2c1)CCN=C3c1ccc(Cl)cc1
  A: / | B: -7.5 | C: 1.6 | D: 3.5 | E: 9.5 | F: 0.8 | G: -24.7 | H: -6.0

> CN1CCN(c2nc3c(c(=O)[nH]c(=O)n3C)n2Cc2ccccc2)CC1
  A: 9.5 | B: 13.3 | C: -2.8 | D: -2.4 | E: 7.1 | F: 14.6 | G: 8.9 | H: -7.1

> O=C(NCCc1ccccc1F)c1cccc2cccnc12
  A: -54.6 | B: / | C: -81.2 | D: -2.1 | E: / | F: -4.5 | G: -129.3 | H: -44.8

> C[C@@H]1CN([C@H](C)CO)S(=O)(=O)c2ccc(-c3ccccc3)cc2O[C@H]1CN(C)C(=O)Cc1ccccc1
  A: 0.3 | B: 11.6 | C: -13.3 | D: 7.7 | E: -0.7[16.7 µM] | F: -7.2 | G: 9.7 | H: -0.7

> CN(C)c1ccc(NC(=O)C2CCCN(S(=O)(=O)c3ccccc3)C2)cc1 (centres undefined)
  A: -64.9 | B: -18.9 | C: -0.7 | D: -49.9 | E: / | F: / | G: 2.6 | H: 1.1

> C[C@@H]1CN([C@@H](C)CO)C(=O)c2cc(C3=CCCC3)cnc2O[C@@H]1CN(C)Cc1ccccc1C(=O)O
  A: -1.4 | B: 10.8 | C: -12.8 | D: -15.1 | E: -4.4[16.7 µM] | F: 2.3 | G: -20.3 | H: -1.1

> COc1cc(/C=N/N(CCO)C2=NS(=O)(=O)c3ccccc32)cc(OC)c1OC
  A: 2.2 | B: -1.6 | C: 19.4 | D: 0.4 | E: -2.1 | F: -1.4 | G: 27.8 | H: -3.3

> CN(Cc1cn(-c2ccccc2)nc1-c1ccc2c(c1)OCO2)Cc1nccn1C
  A: 20.3 | B: / | C: 3.3 | D: -4.4 | E: -2.8 | F: 2.2 | G: 26.8 | H: -9.2

> OC[C@H]1Nc2ccc(-c3cccc(F)c3)cc2[C@H]2[C@@H]1CCN2Cc1ccc(F)cc1
  A: -11.6 | B: -2.7 | C: 7.2 | D: -27.3 | E: -2.1[16.7 µM] | F: 66.7 | G: -12.9 | H: -2.7

> CCC(=O)N1C[C@@H](C)[C@@H](OC)CN(C)C(=O)c2ccc(NC(=O)NC(C)C)cc2OC[C@@H]1C
  A: 15.3 | B: -1.5 | C: -5.0 | D: -14.1 | E: 28.7[16.7 µM] | F: -0.1 | G: 11.9 | H: -0.4

> O=C(CSc1ncccn1)N(Cc1cccnc1)C(CCc1ccccc1)c1nc2ccccc2[nH]1 (centres undefined)
  A: 2.6 | B: 11.5 | C: 13.4 | D: -8.2 | E: 1.0 | F: -0.6 | G: 23.4 | H: -1.0

> C/C(=N\Nc1ccc([N+](=O)[O-])cc1)c1ccc(-n2nncc2C(C)(C)C)cc1
  A: -5.1 | B: / | C: 1.4 | D: / | E: / | F: / | G: 4.4 | H: 1.1

> COc1ccc(NC(=O)CSc2nnc(C)n2N)cc1S(=O)(=O)N1CCCCC1
  A: -13.1 | B: -1.8 | C: 2.3 | D: -3.3 | E: 0.4 | F: 2.0 | G: -9.7 | H: 1.2

> Cc1ccc(NC(=O)CN(C)C(=O)COC(=O)CNS(=O)(=O)c2ccc(F)c(F)c2F)cc1
  A: -0.4 | B: / | C: 7.5 | D: -3.1 | E: / | F: / | G: -18.2 | H: 1.5

> Cc1ccccc1-c1ncc(CN2CCN(C3CCCC3)C(CCO)C2)cn1 (centres undefined)
  A: -0.3 | B: / | C: -4.8 | D: 8.5 | E: 6.7 | F: / | G: 9.0 | H: -2.1

> O=C1c2ccccc2C(=O)N1Cc1nc(-c2ccccc2)no1
  A: -12.9 | B: 10.1 | C: / | D: -5.1 | E: 7.5 | F: / | G: / | H: /

> c1ccc(NNC2=NCCS2)cc1
  A: -28.3 | B: / | C: 0.6 | D: -5.9 | E: / | F: 19.2 | G: 5.6 | H: /

> CC(CN1CCOCC1)(NS(=O)(=O)c1ccccc1)c1ccccc1 (centres undefined)
  A: 11.7 | B: -4.8 | C: -2.7 | D: / | E: 0.7 | F: 1.3 | G: / | H: 0.2

> CC(Oc1ccc(Cl)cc1Cl)C(=O)OCn1nnc2ccccc2c1=O (centres undefined)
  A: / | B: 15.8 | C: / | D: -2.1 | E: -4.2 | F: -3.9 | G: 9.6 | H: /

> CCSc1nc2ccccc2n1C(=O)Oc1ccccc1
  A: / | B: 1.4 | C: / | D: -2.8 | E: -2.7 | F: / | G: 9.3 | H: /

> OCC1CCCC(n2cnc3c(=S)nc[nH]c32)O1 (centres undefined)
  A: -15.8 | B: 7.7 | C: 1.2 | D: -4.0 | E: 9.0 | F: 1.9 | G: 12.7 | H: -1.1

> FC(F)(F)c1cc(-c2ccccc2)nc(-n2cncn2)n1
  A: -11.0 | B: -3.7 | C: 0.6 | D: / | E: -3.3 | F: -0.6 | G: / | H: 0.1

> CCOc1ccc(C(C(=O)NC(C)(C)C)N(CCOC)C(=O)CCC(=O)Nc2ccccn2)cc1 (centres undefined)
  A: 3.3 | B: -4.6 | C: -4.4 | D: -3.1 | E: 0.8 | F: 1.9 | G: -29.3 | H: -1.7

> COc1ccc(/C=N/NC(=O)Nc2cccc3nsnc23)cc1OC
  A: / | B: / | C: 28.7 | D: -5.3 | E: / | F: / | G: 86.3* | H: 1.7

> Cc1ccc(-c2ccc([C@@H]3[C@@H](CO)N4CCCCN(S(=O)(=O)c5cccc(C)c5)C[C@@H]34)cc2)cc1
  A: / | B: 4.3 | C: -5.3 | D: / | E: 4.3[16.7 µM] | F: -1.3 | G: 0.3 | H: -0.1

> COc1cccc(N(CC(=O)NC2CCCCC2)C(=O)CCC(=O)Nc2nc(C)cs2)c1
  A: -10.3 | B: -0.4 | C: -9.0 | D: -1.3 | E: 1.8 | F: 0.5 | G: -8.5 | H: /

> CCC(=O)N/C(N)=N/c1nc(C)c2cc(C)c(C)cc2n1
  A: -7.2 | B: 1.8 | C: -5.6 | D: -2.5 | E: 0.2 | F: -1.2 | G: -20.2 | H: -3.7

> CCN(CC)CCn1c(=S)[nH]c2ccccc2c1=O
  A: -9.8 | B: 20.1 | C: / | D: / | E: 0.5 | F: 2.2 | G: / | H: /

> CC=Cc1ccc2n(c1=O)C[C@H]1[C@H](CO)[C@@H](C(=O)NCC3CC3)[C@@H]2N1CC1CCOCC1 (mixture of isomers)
  A: -3.9 | B: 4.2 | C: -3.7 | D: / | E: -3.1[16.7 µM] | F: -1.2 | G: -7.9 | H: -0.1

> O=C(Nc1ccc(S(=O)(=O)N2CCCCC2)cc1)c1cccnc1Cl
  A: -12.3 | B: / | C: 4.4 | D: 2.5 | E: -6.9 | F: / | G: 2.7 | H: 1.1

> COc1ccc(S(=O)(=O)Nc2cccc3c2O[C@@H](CN(C)Cc2ccccc2)[C@H](C)CN([C@@H](C)CO)C3=O)cc1
  A: -12.6 | B: -9.0 | C: -0.8 | D: / | E: 11.4[16.7 µM] | F: -3.7 | G: 1.7 | H: -0.5

> O=C(Nc1ccsc1C(=O)N1CCCC1)c1ccccc1
  A: 7.1 | B: 3.7 | C: -8.8 | D: 1.0 | E: / | F: / | G: 11.3 | H: 2.0

> Cc1ccc(CN2CCN(C/C(Cl)=C/c3ccccc3)CC2CCO)o1 (centres undefined)
  A: 11.3 | B: / | C: 6.6 | D: -7.7 | E: / | F: / | G: -12.9 | H: -2.6

> CCn1cc(C(=O)O)c(=O)c2cc(F)c(N3CCN(C(=S)NC(=O)c4ccc(F)cc4)CC3)cc21
  A: -2.0 | B: -7.3 | C: 18.3 | D: 1.4 | E: -0.7 | F: 0.4 | G: -8.5 | H: -2.4

> O=C(NC1CCCCCC1)C(Cc1ccccc1)n1cccc1 (centres undefined)
  A: 1.8 | B: -22.1 | C: -1.3 | D: -5.8 | E: -1.3 | F: -3.0 | G: 1.0 | H: 0.8

> O=C(c1nnc(-c2ccc(Cl)cc2)o1)C1CCCC1
  A: -14.0 | B: 2.0 | C: -47.4 | D: -12.0 | E: -6.6 | F: 0.4 | G: -56.7 | H: -4.1

> C/C(=N\NC(=O)c1ccc([N+](=O)[O-])cc1)c1cccc([N+](=O)[O-])c1
  A: / | B: -6.0 | C: -0.4 | D: -4.9 | E: -7.5 | F: / | G: 12.0 | H: -3.0

> C[C@H]1CN([C@@H](C)CO)C(=O)c2cc(-c3cccnc3)cnc2O[C@H]1CN(C)Cc1ccc(Oc2ccccc2)cc1
  A: -4.2&-25.9 | B: 0.5&-1.0 | C: 3.8&-8.7&7.3 | D: -16.5&4.3 | E: 0.6 | F: -1.0&-2.1&-1.8 | G: 18.1&-1.4&6.2 | H: -8.9&-2.4&-0.8

> Cc1onc(-c2ccccc2Cl)c1C(=O)N1CCN(Cc2ccc3c(c2)OCO3)CC1
  A: 15.5 | B: 5.1 | C: -1.3 | D: / | E: -0.3 | F: -0.9 | G: 0.7 | H: 1.6

> Cc1ccccc1CNC(=O)Cc1ccccc1[N+](=O)[O-]
  A: -4.9 | B: 10.9 | C: / | D: 4.3 | E: -11.7 | F: / | G: -71.8 | H: /

One compound at a time, as listed above.
O=C(Nc1ccc(S(=O)(=O)N2CCCCC2)cc1)c1cccnc1Cl across the screens: LGR2 inh = -12.3; PGC1a acetyl inh = /; EWS-Fli inh = 4.4; FN deposit inh = 2.5; miR-122 sensor = -6.9; Cneo AK release = /; PAX8 inh HTS = 2.7; CASP6 VEID inh = 1.1
FC(F)(F)c1cc(-c2ccccc2)nc(-n2cncn2)n1 across the screens: LGR2 inh = -11.0; PGC1a acetyl inh = -3.7; EWS-Fli inh = 0.6; FN deposit inh = /; miR-122 sensor = -3.3; Cneo AK release = -0.6; PAX8 inh HTS = /; CASP6 VEID inh = 0.1
